# Pf growth 96h – inhibits malaria parasite growth, 96 h. P. falciparum luciferase reporter growth, 96 h. Potency, µM (doses to about 28.7 µM), without a hit: at the top dose activity change, negative = inhibition, actives largely listed as inhibitors. 320,000 compounds, 6.9% hits. AID 504834; note: potency is the fitted concentration of half-maximal effect; % is set by controls: 0 for no effect and ±100 for the full control effect
#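 Cell-based qHTS: luciferase-tagged P. falciparum in erythrocytes (2% hematocrit, 0.05% parasitemia final) incubated with compounds for 96 hours, 37 C, 5% CO2; luciferase detection reagent then added and luminescence measured.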
# Shiga inhibitor – Shiga toxin inhibition; 290,000 compounds, 9.2% hits; Vero cells, Shiga toxin protein synthesis inhibition reporter; AID 2315; inhibition, % at 38.7 µM; in the data active = inhibition mostly above about 28%, no sharp cut-off; inactive = mostly below about 43%; note: 0% is about no effect
# Pf growth 48h – P. falciparum growth inhibition at 48 hours (one generation). Potency, µM (titrated, usually from 28.7 µM), without a hit: at the top dose activity change, negative = inhibition, most hits filed as inhibitors. AID 504832. P. falciparum luciferase growth in erythrocytes, 48 h. 310,000 compounds, 5.9% hits; note: potency is the fitted concentration of half-maximal effect; % is set by controls: 0 for no effect and ±100 for the full control effect
#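 Read-out is firefly luciferase luminescence from an integrated reporter in P. falciparum, so falling signal marks reduced parasite growth. Infected erythrocytes were at 2% hematocrit and 0.1% parasitemia (final) in Albumax-supplemented RPMI 1640.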
# Sm TGR block – inhibitors of Schistosoma mansoni thioredoxin glutathione reductase; Q962Y6; AID 485364; purified TGR, DTNB reduction, TNB absorbance 405 nm; Potency, µM (series often up to 114 µM), without a hit: top-dose activity change, negative = inhibition, hits mostly inhibitors; 360,000 compounds, 3% hits; note: potency is the fitted concentration of half-maximal effect; % is set by controls: 0 for no effect and ±100 for the full control effect; nearly all actives have a fitted effect of over 60% in size
#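 TGR 20 nM + NADPH 100 uM (dispensed conc.), cpd preinc 15 min RT; start with NADPH (500 uM addition) then DTNB (15 mM addition). Kinetic TNB absorbance, 405 nm filter. Four-parameter Hill fit across titration.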
# Giardia FBPA inh – inhibitors of Giardia lamblia fructose-1,6-bisphosphate aldolase | purified Giardia FBPA | Potency, µM (doses to about 59.6 µM), inactives show top-dose activity, negative = inhibition, hits mostly inhibitors | 290,000 compounds, 0.71% hits; note: potency is the fitted concentration of half-maximal effect; % is set by controls: 0 for no effect and ±100 for the full control effect; nearly all actives have a fitted effect of over 55% in size
# Target sequence (A8B2U2 whole entry, looked up): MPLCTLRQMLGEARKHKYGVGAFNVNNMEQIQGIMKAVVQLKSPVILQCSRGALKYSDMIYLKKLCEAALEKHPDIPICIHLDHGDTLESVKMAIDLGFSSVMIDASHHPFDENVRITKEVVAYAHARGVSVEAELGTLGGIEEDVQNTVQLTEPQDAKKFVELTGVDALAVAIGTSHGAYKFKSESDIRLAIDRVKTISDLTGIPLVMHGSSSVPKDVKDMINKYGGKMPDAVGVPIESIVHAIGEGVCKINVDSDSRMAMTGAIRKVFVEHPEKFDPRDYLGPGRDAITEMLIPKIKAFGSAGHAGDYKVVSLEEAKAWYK
#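 Giardia FBPA (40 nM reagent) was preincubated 10 min at RT with compound (up to 57.5 uM final), then substrate plus GAPDH/TPI/NAD/arsenate coupling system with diaphorase/resazurin was added; resorufin fluorescence (525/598 nm) was read after 20 min.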
# Cycloheximide cs – counter-screen for Shiga toxin inhibitors: cycloheximide protein synthesis inhibition; AID 2314; 300,000 compounds, 12% hits; max response, %; cell reporter, cycloheximide protein synthesis inhibition counterscreen; in the data active = max response mostly above about 13%, no sharp cut-off; inactive = mostly below about 14%; note: read at 38.3 µM for the half of the compounds with a filed dose; 0% is about no effect
# An asterisk follows results filed as active; ? = inconclusive; . = not tested or not shown; [ ] = another dose, or the depositor's remark. Unless noted, calls come from the whole dose curve; as a rule, active = well fitted curve in the direction sought with a large enough effect; inconclusive = small, poorly fitted or top-dose-only effect, or another doubt; inactive = no such curve, though single readings can be large; an effect the other way counts as inactive or inconclusive.
# Order of results – Pf growth 96h	Shiga inhibitor	Pf growth 48h	Sm TGR block	Giardia FBPA inh	Cycloheximide cs
> COc1cccc(OC)c1OCCCOc1cccc2cccnc12
 : ?	127*	?	.	-10%	21*
> Clc1ccc2nc(CSc3nnc4ccccn34)cn2c1
 : 82%[activator]	92*	115%[activator]	7%	0%	38*
> O=C(Nc1ccc(Oc2ccccc2)nc1)C1CCN(Cc2cccc(F)c2)CC1
 : 5%	1	?	-2%	-5%	13
> COc1ccc(-n2nc3c(N4CCC(C(=O)NCc5ccco5)CC4)nnc(C)c3c2C)cc1
 : 45%[activator]	2	?	-34%	.	-7
> COc1cc2c(C(=O)NCCCN3CCN(c4cccc(Cl)c4)CC3)cn(C)c(=O)c2cc1OC
 : ?	-16	?	2%	-5%	-2
> CC(=O)Nc1cccc(NC(=O)c2ccc3c(c2)CCN3S(C)(=O)=O)c1
 : -4%	7	12%	-26%	0%	2
> CC(C)CN(C(=O)CSc1nnc2ccccn12)c1c(N)n(CC(C)C)c(=O)[nH]c1=O
 : 32%[activator]	6	.	4%	-3%	7
> COc1ccc(C2CC(c3ccccc3)=NN2C(=O)COC(=O)CNC(=O)c2ccccc2)cc1 (configuration not stated)
 : 32%[activator]	-8	3%	0%	5%	-1
> CCSc1nnc(NC(=O)COc2ccccc2)s1
 : 0%	-11	.	8%	5%	-3
> COc1ccc(CNC(=O)CN(c2cccc(OC)c2)S(C)(=O)=O)cc1
 : -11%	4	7%	-30%	-4%	0
> Cc1ccc(S(=O)(=O)NN2C(=O)/C(=C/c3ccccn3)SC2=S)cc1
 : -8%	-1	0%	?	-26%	-2
> CNC(=O)c1cc(S(=O)(=O)NCc2ccncc2)ccc1OC
 : -19%	-10	?	4%	0%	1
> Cc1onc(-c2ccccc2)c1C(=O)NCc1ccco1
 : ?	-13	18%	?	0%	-5
> O=C(NC1CCCN(CCc2ccccc2)C1)C1CCCC1 (configuration not stated)
 : ?	-4	-1%	-1%	3%	-2
> Cc1cc(CNC(=O)COc2ccc(F)cc2F)c2ccccc2n1
 : -11%	33	6%	-1%	1%	22
> N#Cc1cc2c(nc1SCc1ccccc1)CCCCC2
 : ?	56	-17%	8%	6%	9
> NNC(=O)CS(=O)(=O)CS(=O)(=O)CC(=O)NN
 : 10%	-14	-3%	7%	-17%	16
> O=C(Cn1nnc(-c2cc(C(F)(F)F)cc(C(F)(F)F)c2)n1)NNC(=S)Nc1ccc(Cl)cc1
 : 1%	-14	-14%	-5%	?	-1
> c1ccc2cc(CN3CCOCC3)ccc2c1
 : 7%	8	5%	?	-11%	2
> O=C1Nc2ccc(F)cc2C12OCCO2
 : -5%	-5	38%[activator]	-6%	3%	-1

# A second format for two compounds above.
SMILES: Cc1ccc(S(=O)(=O)NN2C(=O)/C(=C/c3ccccn3)SC2=S)cc1
  Pf growth 96h = -8%
  Shiga inhibitor = -1
  Pf growth 48h = 0%
  Sm TGR block = ?
  Giardia FBPA inh = -26%
  Cycloheximide cs = -2

SMILES: CNC(=O)c1cc(S(=O)(=O)NCc2ccncc2)ccc1OC
  Pf growth 96h = -19%
  Shiga inhibitor = -10
  Pf growth 48h = ?
  Sm TGR block = 4%
  Giardia FBPA inh = 0%
  Cycloheximide cs = 1

# Following part
# Order of results – Pf growth 96h	Shiga inhibitor	Pf growth 48h	Sm TGR block	Giardia FBPA inh	Cycloheximide cs
> Cc1ccc(NS(=O)(=O)c2ccc3c(c2)NC(=O)CO3)cc1Cl
 : 30%[activator]	-7	-14%	-16%	4%	2
> CC(=O)Nc1ccc2nc(SCC(=O)O)sc2c1
 : .	-4	22%	4%	1%	-1
> Cc1ccc(N=C2NC(=O)/C(=C/c3cccn3C)S2)cc1C
 : 13µM*	66*	?	2%	3%	32*
> CN(C)CCn1c(=O)n(Cc2ccco2)c(=O)c2c3c(sc21)CCCCC3
 : 7.4µM*	-9	?	7%	-2%	-4
> CCN(CC(=O)Nc1c(F)cccc1F)C(=O)c1ccc(S(=O)(=O)N2CCCCC2)cc1
 : -2%	.	-3%	9%	.	.
> O=C(Cn1cc(C(F)(F)F)ccc1=O)Nc1cccc(S(=O)(=O)N2CCOCC2)c1
 : .	-8	5%	-21%	5%	-3
> O=C(Nc1nccs1)C1CCCN1/C=C/C(=O)C(F)(F)F (configuration not stated)
 : -5%	28	38%[activator]	-1%	.	12
> COc1ccc(NC(=O)c2cn(CCC#N)nc2-c2cccc(Br)c2)cc1
 : -30%	-3	-13%	-1%	0%	-1
> C=CCn1c(CC#N)nnc1N1CCOCC1
 : -12%	-4	6%	3%	?	-2
> C/C(=N/NC(=O)c1ccncc1)c1cc2ccc(O)cc2oc1=O
 : ?	-14	19%	-13%	-25%	-1
> O=C(CN1CCCc2ccccc21)Nc1cccc(S(=O)(=O)N2CCOCC2)c1
 : ?	.	?	1%	.	.
> CCCCn1c(N)c(N(CCC(C)C)C(=O)CC2CCCC2)c(=O)[nH]c1=O
 : 3%	.	-1%	15%	.	.
> COc1ccc(Cc2nc3ccc(C(=O)NCc4cc(C)no4)cc3o2)cc1
 : 115%[activator]	66*	?	-5%	3%	57*
> CCn1c(=O)c(-c2cc(=O)[nH][nH]2)c(O)c2ccccc21
 : 25%	-11	26%	-13%	-20%	-2
> Cc1ccc(S(=O)(=O)N(C)CC(=O)OCC(=O)N2CC(=O)Nc3ccccc32)cc1
 : 17%	-13	45%	-3%	-2%	-6
> Cc1nn(CC#N)c(=O)n1-c1ccc(F)cc1
 : .	-12	-1%	-5%	0%	-4
> O=C(NCc1ccccc1Cl)c1cnc2n(c1=O)CCS2
 : 16%	30	.	0%	-2%	-2
> Cc1cc(OCc2cc(C(=O)N(C)CCCN3CCOCC3)no2)cc(C)c1Cl
 : 11%	27	?	-20%	5%	18
> CN(C)C(CSC(N)=O)CSC(N)=O
 : .	-6	.	.	-8%	-5
> Cc1onc(-c2ccccc2Cl)c1C(=O)OCC(=O)c1ccc[nH]1
 : -8%	.	?	5%	.	.
> CN(C)CCCN(Cc1ccccc1)C(=S)Nc1ccc(F)c(Cl)c1
 : ?	-11	?	-2%	1%	7
> CC(OC(=O)CN1C(=O)COc2ccccc21)C(=O)NCc1ccc(F)cc1 (configuration not stated)
 : ?	-12	-15%	5%	.	-2
> O=C(Nc1cccc(C(=O)NC2CCCC2)c1)c1ccccc1
 : 0%	9	?	6%	16%	13
> CCOc1ccc(C(C)=O)cc1COc1ccc(-n2cnnn2)cc1
 : -4%	3	-20%	?	-2%	-1
> CC(=O)N1CCN(c2ccccc2NC(=O)COc2ccc(Cl)cc2Cl)CC1
 : .	-10	10µM*	-15%	-7%	-2
> COc1cc(/C=C/C(=O)OCC(=O)Nc2ccc3c(c2)OCCO3)ccc1OCC#N
 : 1%	0	9%	-9%	2%	-2
> O=C(Nc1cccc(S(=O)(=O)N2CCCCC2)c1)c1cnccn1
 : 19%	-6	31%[activator]	-2%	1%	8
> C=CCN(c1ccc(C(=O)NCCSc2ccccc2)cc1)S(C)(=O)=O
 : 15µM*	120*	21%	2%	12%	33*
> CN(NC(=O)c1ccc(Cl)cc1)c1ncc(C(F)(F)F)cc1Cl
 : 15%	15	-4%	-2%	4%	-3
> Oc1cccc2c(NC(=S)Nc3ccc(SC(F)F)cc3)cccc12
 : 86%[activator]	135*	45%[activator]	-12%	1.8µM*	82*
> O=C(CN1CCCCCC1)Nc1ccc(S(=O)(=O)N2CCCCC2)cc1
 : 5%	-3	-21%	5%	-5%	-3
> CC(=O)NC1(c2ccccc2)CCN(c2cc(C)nc(-c3ccccc3)n2)CC1
 : 18%	-2	0%	6%	3%	1
> CCOC(=O)N1CCN(C(=O)Cc2ccccc2OC)CC1
 : ?	-3	1%	6%	0%	-2
> CCN(CC)S(=O)(=O)c1cc(C(=O)OCC(=O)Nc2cccc(C)c2C)ccc1F
 : -17%	-9	14%	-2%	1%	-2
> O=C1C2CC=CCC2C(=O)N1CNc1ccccc1 (configuration not stated)
 : -22%	-2	-9%	-5%	1%	-2
> CC(C)=NNc1nc(-c2ccccc2)cs1
 : 111%[activator]	66	35%[activator]	-4%	-4%	22*
> CCC(=O)Nc1c2c(nn1-c1ccc([N+](=O)[O-])cc1)CS(=O)(=O)C2
 : -15%	11	31%	11%	6%	-6
> Cc1cccc(NS(=O)(=O)c2cnc[nH]2)c1
 : 1%	-7	33%[activator]	4%	-7%	-5
> O=C1c2ccccc2C(=O)N1CCCOCc1c[nH]c(=O)[nH]c1=O
 : -28%	-11	5%	-28%	3%	-6
> CC(=O)N(CCP(=O)(c1ccccc1)c1ccccc1)Cc1ccco1
 : 9.3µM*	36	-9%	-33%	6%	14
> O=C(O)c1ccc(NC(=O)c2ccc(Cl)cc2)c(NC(=O)c2ccc(Cl)cc2)c1
 : -2%	.	32%[activator]	-7%	11%	-3
> CCn1cc(C(=O)NCCCN2CCN(C)CC2)c(=O)c2cc(S(=O)(=O)N3CCc4ccccc4C3)ccc21
 : ?	-5	?	-18%	1%	-13
> COC(=O)c1cccnc1-n1c(=O)c2cccnc2n(Cc2cccc(C(F)(F)F)c2)c1=O
 : ?	-13	-16%	7%	1%	5
> Cc1onc(-c2ccccc2Cl)c1C(=O)Nc1ncn[nH]1
 : 28%	23	-3%	-1%	0%	-1
> S=C1N(c2ccccc2)C(c2ccccc2)N2CCCN12 (configuration not stated)
 : ?	7	.	-8%	4%	9
> COC(=O)C1CCN(C(=O)Cc2ccccc2OC)CC1
 : 3%	19	-9%	7%	7%	-4
> CS(=O)(=O)Nc1ccc(C(=O)NCCc2ccccc2)cc1
 : .	69*	194%[activator]	4%	5%	31*
> COc1ccc(C2SCC(=O)Nc3c2c(C)nn3-c2ccccc2)cc1 (configuration not stated)
 : -7%	-5	.	-6%	-1%	-3
> CCOC(=O)CCNC(=O)CCc1nnc(CCCc2ccccc2)o1
 : 12%	96*	14%	-5%	-7%	29*
> COCC(=O)n1nc(-c2ccc(Cl)cc2)nc1NCc1ccc(F)cc1
 : 2.9µM*	48*	.	-15%	3%	38*

# Next structures
# Order of results – Pf growth 96h	Shiga inhibitor	Pf growth 48h	Sm TGR block	Giardia FBPA inh	Cycloheximide cs
> Cc1ccc(S(=O)(=O)N(CC(=O)N/N=C/c2ccco2)c2cc(Cl)cc(Cl)c2)cc1
 : 6%	-6	-5%	0%	7%	-1
> O=C(Nc1ccc([N+](=O)[O-])cc1)/C(=C/c1cccc([N+](=O)[O-])c1)NC(=O)C1CCCCC1
 : ?	-8	?	2%	3%	-2
> CSCCC(NC(N)=O)C(=O)NCC1CCCCC1 (configuration not stated)
 : .	6	8%	3%	-2%	-2
> Cn1c(SCC(=O)NCc2ccc(F)cc2)nc2c([nH]c3ccccc32)c1=O
 : 15%	11	19%	7%	4%	-2
> O=[N+]([O-])c1ccc(N2CCN(c3ccccn3)CC2)c(Cl)c1
 : ?	59*	?	5%	13%	22
> Cc1cc(C)n2nc(SCc3cc(=O)oc4cc(C)c(C)cc34)nc2n1
 : -19%	-4	.	1%	-1%	-4
> COc1ccccc1NC(=S)NCCc1ccc(F)cc1
 : 15%	-6	?	.	0%	1
> CN1CCN(c2nc([N+](=O)[O-])nn2C)CC1
 : 8%	7	-2%	24%	-7%	0
> O=C1NC2=C(C(=O)OC2)C(c2ccc(OC(F)(F)F)cc2)N1 (configuration not stated)
 : 0%	6	-2%	3%	1%	-2
> O=C(Cn1c(NCCO)nc2ccccc21)NCCc1ccccc1
 : ?	-5	12%	11%	6%	1
> CNC(=O)Cc1csc2ccc(C)cc12
 : -18%	-4	?	-7%	-1%	1
> COc1cc(OC)c(C2=NOC(C(=O)Nc3c(C)nn(CC(=O)N4CCCC4)c3C)C2)cc1Cl (configuration not stated)
 : 5.9µM*	-18	-7%	2%	1%	-3
> CCOC(=O)C1=C(c2ccccc2)NC(=O)NC1c1ccc(O)c(Cl)c1 (configuration not stated)
 : ?	-7	-23%	-1%	1%	-9

# Screening data from PubChem.
